# Hsp70 inhibitors = Hsp70 inhibitors, probe displacement, primary screen, biochemical, fluorescence polarization (AID 583) | Hsp70 fluorescence polarization probe displacement, mP; higher % means a stronger effect | displacement, % at 20 µM, or IC50 in µM where a hit was titrated | 0.06% of 140,000 active; in the data active = displacement above about 50%;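 note: plate controls were vehicle for no effect and reference ligand for full effect; a part of the inactive calls stands beside numbers as strong as those of hits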
# Rat MKP-3 inhibitors = inhibition of rat DUSP6 enzyme activity – biochemical, in vitro, primary screen (AID 425). recombinant MKP-3 phosphatase activity, fluorescence; higher % means a stronger effect. one-dose inhibition, % at 20 µM; IC50 in µM for titrated hits. 0.17% of 110,000 active; in the data active = inhibition above about 50%;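 note: plate controls were vehicle for no effect and reference inhibitor for full effect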
# * = called active by the depositor; x = no result given; & = joins results of further samples.
# Results follow in this order: Hsp70 inhibitors	Rat MKP-3 inhibitors
Cc1cccc(NCN2C(=O)C3CCCCC3C2=O)c1 (configuration not stated)
 : -3.2%	-0.1%
O=C(Nc1ccc(-c2nc3ccccc3s2)cc1)c1cc(Br)ccc1Cl
 : 5.0%	3.4%
C=CCC(C)(CC=C)NS(=O)(=O)c1ccc(NC(C)=O)cc1
 : 0.4%	3.2%
Oc1c(I)cc(I)c2cccnc12
 : x	-6.1%
COc1ccc(/C=C2\SC(N3CCCCCC3)=NC2=O)c(OC)c1
 : 2.6%	4.1%
O=C(N/N=C\c1ccc(Cl)c(Cl)c1)c1cnccn1
 : -3.3%	2.1%
Cc1cc(C)c(S(=O)(=O)O)c(C)n1
 : -0.4%	-4.8%
CC(CN(C)Cc1ccccc1)OC(=O)c1ccc2c(c1)OCCO2 (configuration not stated)
 : -0.5%	3.2%
CN(C)c1cc(O)c(C(=S)Nc2ccccc2)c(N(C)C)c1
 : 1.9%	-10.2%
O=C(CN1C2=NCCN2c2ccccc21)N1CCOCC1
 : -0.2%	0.7%
CN(C1CCS(=O)(=O)C1)S(=O)(=O)c1ccc(N2CCCC2=O)cc1 (configuration not stated)
 : -0.5%	-2.2%
N#CSC(CS(=O)(=O)c1ccccc1)c1ccccc1 (configuration not stated)
 : 4.7%	-1.1%
CCc1nnc(NC(=O)c2ccncc2)s1
 : -0.7%	-10.8%
COC(=O)CCC(C(=O)NC(=O)NC(c1ccccc1)c1ccccc1)N1C(=O)c2ccccc2C1=O (configuration not stated)
 : 2.1%	0.3%
CCOC(=O)c1cc2cc(C)ccc2[nH]1
 : 0.4%	-11.5%
Cc1ccc2c(c1)CCCN2C(=O)c1ccco1
 : -4.1%	x
CCn1c2ccccc2c2cc(C=Nc3ccccc3C(N)=O)ccc21
 : 4.3%	4.3%
O=C1c2ccccc2CN1CCNS(=O)(=O)c1ccc(Cl)cc1
 : 13.5%	5.7%
CC(C)Cn1c(=O)c(C(=O)Nc2ccccc2S(N)(=O)=O)c(O)c2ccccc21
 : 4.4%	-13.9%
CC(C)=C1C2CCC1C(C(=O)NCCc1ccccc1)C2C(=O)O (configuration not stated)
 : 3.4%	1.6%
CCc1ccc2nc(SCC(=O)N(CC)CC)c(C#N)cc2c1
 : 2.2%	-0.7%
O=C(Nc1ccc(Cl)cc1)Nc1ccc2c(c1)N1CCN=C1S2
 : 0.2%	-14.2%
Cc1ccc(C(=O)n2c(=S)nc3ccccn32)cc1
 : 4.9%	x
Cc1ccc(C(=O)NCCCn2ccnc2)cc1[N+](=O)[O-]
 : -2.8%	-1.0%
CCC(C)c1ccc(S(=O)(=O)N2CCN(C(=O)COc3ccc4c(C)cc(=O)oc4c3)CC2)cc1 (configuration not stated)
 : -0.8%	x
CCCOc1ccc(C(=O)Nc2ccccc2-c2ccccc2)cc1
 : -2.2%	1.6%
Cc1[nH]n(-c2ccc([N+](=O)[O-])cc2)c(=O)c1C=NCCc1c[nH]c2ccccc12
 : -1.3%	-0.7%
CCOC(=O)c1c(C=O)c(C)n(Cc2ccccc2Cl)c1C
 : 1.1%	x
O=C(COc1ccc(Br)cc1)NCc1ccccn1
 : 3.3%&4.3%	2.4%
Cc1ccc(NC(=S)NCC2CCCO2)cc1 (configuration not stated)
 : 1.1%	x
CS(=O)(=O)N1CCN(C(=O)c2ccc(-c3ccccc3)cc2)CC1
 : 0.4%&2.7%	7.4%&-3.2%
COc1cc([N+](=O)[O-])ccc1NC(=O)COc1ccc(Br)cc1
 : 2.2%	-0.8%
CCC(c1nnnn1CCc1ccccc1)N1CCN(C(=O)c2ccco2)CC1 (configuration not stated)
 : 3.1%	-1.3%
Cc1nc2c(C)c(-c3ccccc3)[nH]n2c(=O)c1Cl
 : -3.4%	3.0%
Cc1cc(=O)[nH]c2c1c(C)nn2-c1ccccc1
 : 0.8%	-4.7%
C/C(=N\NC(=O)c1cc(C(C)(C)C)[nH]n1)c1ccc(Cl)cc1
 : 0.2%	2.3%
Cc1cc(C)nc(SCc2nc3ccccc3n2C)n1
 : -0.2%	0.7%
C/C(=N\NS(C)(=O)=O)c1ccc(C)cc1
 : -5.8%	x
COc1ccc(N=C2NC(=O)/C(=C\c3ccco3)S2)cc1
 : 1.4%	3.8%
CCOC(=O)C1=C(O)/C(=C/c2ccc(Cl)cc2)SC1=Nc1ccc([N+](=O)[O-])cc1
 : 2.5%	-0.4%
NC(=Nc1ccccc1)SC1CC(=O)N(c2ccc(F)cc2)C1=O (configuration not stated)
 : -7.1%	0.2%
CSc1nc(C)cc(-n2cc(F)c(=O)[nH]c2=O)n1
 : 5.3%&1.7%	-6.2%&1.5%
COc1ccc(OC)c(CN2CCCC(CO)C2)c1 (configuration not stated)
 : 1.5%	x
Nc1nsc2ccccc12
 : 2.2%	-8.1%
Cc1ccc([N+](=O)[O-])cc1-c1ccc(-c2nc3sc4c(c3c(=O)[nH]2)CCCC4)o1
 : 6.0%	-4.2%
COc1ccc2c(=O)c(-c3nc(C)cs3)coc2c1
 : -2.2%	-6.4%
Cc1nc2ccccn2c1C(=O)N/N=C/c1c(O)ccc2ccccc12
 : -8.0%	0.8%
Oc1c(Br)cc(/C=N/Nc2nnc3c(n2)[nH]c2ccccc23)c(O)c1Br
 : 6.7%	6.7%
COC(=O)C1CCN(C(=O)c2cc(OC)c(OC)c(OC)c2)CC1
 : 2.2%	-2.9%
O=C(Nc1ccccn1)C12CC3CC(C1)CC(C(=O)Nc1ccccn1)(C3)C2
 : -2.6%	-10.4%

# Carrying on:
# Results follow in this order: Hsp70 inhibitors	Rat MKP-3 inhibitors
N/C(=N\O)c1ccc(NC(=O)c2ccc(Br)o2)cc1
 : -2.5%	-15.9%
C=CCNCC1OCc2ccccc2CO1
 : -2.0%	-1.6%
COc1cccc(NC(=O)CSc2nncn2-c2ccccn2)c1
 : -1.3%	1.6%
CCN(CC)c1ccc(NC(=O)c2ccc(-c3ccc([N+](=O)[O-])cc3C)o2)cc1
 : 3.6%	-1.7%
Oc1ccc(NC(=S)N=Nc2c(O)[nH]c3ccc(Br)cc23)cc1
 : 3.0%	3.6%
Cc1ccc(CCN2C(=O)CCC2(C)C(=O)NCc2cccnc2)cc1 (configuration not stated)
 : 1.7%	x
COc1cccc(-n2nc(-c3ccnn3-c3ccccc3)c(=O)n(C)c2=O)c1
 : 10.5%	x
COc1ccc(N(CC(=O)Nc2cc(OC)ccc2OC)S(C)(=O)=O)cc1
 : 1.0%&3.3%	4.7%&-0.9%
COc1cc(C2OCC3(CO)C(C)C=C(C)C2C3C)ccc1O (configuration not stated)
 : -6.4%	0.2%
COc1ccc(/C=C2\C(=O)NC(=O)N(c3ccc(C)cc3)C2=O)c(C)c1
 : -1.8%	-2.4%
O=C(CSc1nc(-c2ccco2)cc(C(F)(F)F)n1)Nc1ccc2c(c1)CCC2
 : 3.5%	1.4%
O=C(Nc1cccnc1)c1cc(F)cc(F)c1
 : 1.6%	x
COc1ccc(CNC(=O)COC(=O)c2c[nH]c(=O)[nH]c2=O)cc1OC
 : -0.9%	-5.5%
CCn1cc(C(=O)NCc2ccco2)c(=O)c2cc(S(=O)(=O)N3CCC(C)CC3)ccc21
 : -0.5%	-1.9%
Cc1cc(C)nc(N2CCC(C(=O)NCCc3ccc(F)cc3)CC2)n1
 : 0.6%	-16.5%
CC1=C(C(=O)OC2CCCCC2)C(c2ccc3c(c2)OCO3)C2=C(CCCC2=O)N1 (configuration not stated)
 : 2.8%	3.7%
CCC1CCCCN1C(=O)CSc1nnc(-c2ccc(Cl)s2)o1 (configuration not stated)
 : -0.2%	-3.1%
CC1CCN(CC(O)COc2ccc(F)cc2)CC1 (configuration not stated)
 : 7.5%	1.2%
Cc1ccc2cc(CN(CC3CCCO3)S(=O)(=O)c3ccccc3)c3nnnn3c2c1 (configuration not stated)
 : 0.5%	x
Cc1cc(=O)c2c(O)c(O)ccc2o1
 : 3.6%	1.0%
C=CCn1c(SCC)nc(O)cc1=O
 : -1.4%	x
CSc1ccc(C=NN2CCN(Cc3ccccc3)CC2)cc1
 : 5.0%	1.1%
COc1ccc(C(CNC(=O)c2ccc3c(c2)C(=O)N(CCC(C)C)C3=O)N2CCOCC2)cc1 (configuration not stated)
 : 1.8%	-2.9%
COc1ccc(O)c(CN2CCN(Cc3cccc([N+](=O)[O-])c3)CC2)c1
 : 0.7%	-2.9%
OCCCn1c(-c2ccccc2)cn2c3ccccc3nc12
 : -1.4%	-0.7%
O=C(NC(O)C(Cl)(Cl)Cl)c1ccc([N+](=O)[O-])cc1 (configuration not stated)
 : -52.0%	0.8%
Cc1cc(N2CCN(C(=O)c3ccco3)CC2)n2nc(-c3cccc(F)c3)cc2n1
 : -7.8%	-14.1%
Cc1ccc(-c2noc(CCC(=O)NCCN3CCN(Cc4ccccc4)CC3)n2)cc1
 : 10.9%	-1.4%
CCC(C)NC(=O)c1cc(OC)c(OC)c(OC)c1 (configuration not stated)
 : -2.9%	9.1%
CCOC(=O)N1CCN(S(=O)(=O)c2cccs2)CC1
 : 5.8%	-7.0%

# The closing 4 records of the part before come first, to join the parts.
# Results follow in this order: Hsp70 inhibitors	Rat MKP-3 inhibitors
Cc1cc(N2CCN(C(=O)c3ccco3)CC2)n2nc(-c3cccc(F)c3)cc2n1
 : -7.8%	-14.1%
Cc1ccc(-c2noc(CCC(=O)NCCN3CCN(Cc4ccccc4)CC3)n2)cc1
 : 10.9%	-1.4%
CCC(C)NC(=O)c1cc(OC)c(OC)c(OC)c1 (configuration not stated)
 : -2.9%	9.1%
CCOC(=O)N1CCN(S(=O)(=O)c2cccs2)CC1
 : 5.8%	-7.0%
COc1ccc(S(=O)(=O)N2CCCC(C(=O)Nc3ccc(OC)c(OC)c3)C2)cc1 (configuration not stated)
 : -1.1%	-9.7%
CN1C(=O)C(=Cc2ccc(OCCOc3ccc([N+](=O)[O-])cc3)cc2)C(=O)N(C)C1=O
 : -4.7%	3.1%
CC(=O)Nc1ccc(NC(=O)c2c(C)nc3ccccn23)cc1
 : 1.1%	-12.5%
Cc1nnc(SCC(=O)Nc2sc3c(c2C#N)CCCCC3)n1N
 : 7.8%	x
COc1cc(Br)c(/C=C2\C(=O)NC(=O)N(c3cc(C)cc(C)c3)C2=O)cc1OC
 : -3.2%	2.5%
O=C(CC1CCC1)Nc1ccc2c(c1)oc1ccccc12
 : 4.2%	0.2%
O=C(CC(Nc1ccc([N+](=O)[O-])cc1)c1ccc(Cl)cc1)c1ccc(Cl)cc1 (configuration not stated)
 : 3.3%	-2.9%
O=C1NC(c2ccccc2)Nc2c1sc(=S)n2-c1ccccc1 (configuration not stated)
 : 4.1%	-0.4%
CC(C)(C)c1ccc(/C=N/NC(=O)c2ccc(Cl)cc2O)cc1
 : 1.1%	-0.8%
CCN(CC)c1ccc(NC(=O)c2[nH]c(C)c(C(C)=O)c2C)c(C)c1
 : -2.1%	-10.9%
Cc1ccccc1NC(=O)c1c(C)[nH]c(=S)c(C#N)c1-c1cccc(F)c1
 : 4.4%	-1.3%
CCOc1ccc(-n2c(SCc3ccc(C(=O)OC)o3)nc3c(c2=O)SCC3)cc1
 : -0.3%	-0.2%
O=c1c2cnn(-c3ccccc3)c2ncn1Cc1ccccn1
 : 5.3%	1.6%
COc1ccc(S(=O)(=O)N/N=C/c2ccc(OCCN3CCOCC3)c(OC)c2)cc1
 : -6.7%	2.6%
CCOC(=O)Cc1csc(NC(=O)C2CCCCC2C(=O)O)n1 (configuration not stated)
 : x	-0.5%
CCOc1ccccc1NC(=O)c1ccc([N+](=O)[O-])cc1
 : 1.0%	-0.1%
COc1ccc(C(=O)N/C(=C\c2ccc(Cl)cc2)C(=O)NCC2CCCO2)cc1 (configuration not stated)
 : -0.7%	2.9%
COc1ccc(C(=O)NC(=S)Nc2cc([N+](=O)[O-])cc(Cl)c2O)cc1
 : 2.7%	-4.1%
CCOc1ccc(C(=O)NCCC(=O)NCCCC(=O)O)cc1
 : 1.5%	-16.3%
COc1cccc(-c2nc(NCCN3CCOCC3)c3ccccc3n2)c1O
 : -1.5%	-1.9%
COc1oc(-c2ccc(Cl)cc2)nc1C(F)(F)F
 : 11.6%	x
Cc1ccc2nsnc2c1NC(=O)c1ccc(-c2cccc(Cl)c2)o1
 : -3.9%	-1.9%
CC(=O)N1CCC2(CC1)C(C#N)=C(N)Oc1n[nH]c(C)c12
 : x	-0.9%
O=C1CCc2cc(S(=O)(=O)N3CCC(C(=O)NCCC4=CCCCC4)CC3)ccc2N1
 : -0.3%	-7.2%
CCOC(=O)c1cccc(NC(=O)CSc2nnc(CNc3ccc(C)cc3)n2CC)c1
 : 2.1%	-3.4%
COCc1nc2ccccc2n1CCOc1ccccc1OC
 : 1.1%	2.7%
COc1ccccc1NC(=O)C1=C(C)NC(=S)NC1c1cccc(Br)c1 (configuration not stated)
 : -0.7%	4.9%
O=C(NCCCN1CCC(Cc2ccccc2)CC1)C1CCN(S(=O)(=O)N2CCOCC2)CC1
 : 4.0%	0.0%
CCOc1ccccc1NC1=CC(=O)CC(c2ccccc2)C1 (configuration not stated)
 : 2.3%	0.8%
Cc1ccc(S(=O)(=O)c2c(N)n(CCN3CCOCC3)c3nc4ccccc4nc23)cc1C
 : -3.3%	-6.2%
CCCC(c1nnnn1CCC(C)C)N1CCC(C(N)=O)CC1 (configuration not stated)
 : 7.4%	-4.4%
O=S(=O)(c1cc(Cl)ccc1Cl)N1CCN(C/C=C/c2ccccc2)CC1
 : 0.7%	1.4%
O=C(O)CCCCCn1c(SCC(=O)N2CCCC2)nc2ccsc2c1=O
 : 6.3%	-1.6%
CC(=O)Nc1ccc(N/C=C/C(=O)c2ccco2)cc1
 : -0.3%	-13.3%
COC(=O)c1ccc(C)c(NS(=O)(=O)c2ccc(OC)cc2)c1
 : x	-7.2%
Cn1c(=O)c2c(nc(CN3CCN(C(=O)c4ccco4)CC3)n2CCCc2ccccc2)n(C)c1=O
 : 2.1%	8.7%

# Source: PubChem

# Not all compounds are listed (hit frequency here may not be typical).
